# ALOX12 inh = inhibitors of human 12S-lipoxygenase ALOX12; P18054; Potency, µM (highest dose often 108 µM), inactives show top-dose activity change, negative = inhibition, hits mostly inhibitors; AID 1671190; purified 12hLO, xylenol orange hydroperoxide absorbance; actives 1.1% (n = 580,000); further: potency means the concentration at half of the fitted maximal effect; on the % scale 0 is the no-effect control and ±100 the full control effect
#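 Purified human 12hLO (150 nM final) in 25 mM Hepes, 0.01% Triton X-100, pH 7.0 was preincubated 15 min at room temperature with compound. Then 40 uM arachidonic acid was added, 30 min. Hydroperoxide was read by Fe-XO absorbance ratio 573/405 nm.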
# GLS inh = blocks human kidney-isoform glutaminase activity; O94925; GLS enzymatic activity, qHTS titration; Potency, µM (doses to about 45.5 µM), for the others: at the top dose activity change, negative = inhibition, most hits filed as inhibitors; actives 0.21% (n = 410,000); AID 624170; further: potency means the concentration at half of the fitted maximal effect; on the % scale 0 is the no-effect control and ±100 the full control effect
# Target sequence (O94925 whole entry, looked up, canonical isoform): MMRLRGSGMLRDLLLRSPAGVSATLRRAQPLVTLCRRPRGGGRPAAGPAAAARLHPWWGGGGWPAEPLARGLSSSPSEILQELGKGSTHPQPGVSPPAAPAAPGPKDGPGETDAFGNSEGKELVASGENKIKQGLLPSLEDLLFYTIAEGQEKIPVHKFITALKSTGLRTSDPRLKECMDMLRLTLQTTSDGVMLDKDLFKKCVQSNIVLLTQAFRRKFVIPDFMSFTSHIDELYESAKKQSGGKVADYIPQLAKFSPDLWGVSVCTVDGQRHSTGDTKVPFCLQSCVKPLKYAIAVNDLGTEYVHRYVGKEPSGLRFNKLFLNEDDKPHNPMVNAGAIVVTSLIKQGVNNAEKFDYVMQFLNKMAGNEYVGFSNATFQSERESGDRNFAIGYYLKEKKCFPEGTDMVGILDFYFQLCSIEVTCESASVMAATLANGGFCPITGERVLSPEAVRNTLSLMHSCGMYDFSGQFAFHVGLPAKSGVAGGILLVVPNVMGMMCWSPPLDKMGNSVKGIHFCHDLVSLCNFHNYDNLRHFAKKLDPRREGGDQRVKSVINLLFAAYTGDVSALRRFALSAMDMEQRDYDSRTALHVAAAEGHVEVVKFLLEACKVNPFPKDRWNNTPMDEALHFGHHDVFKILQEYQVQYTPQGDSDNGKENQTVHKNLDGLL
#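 hKGA in 45 mM KH2PO4 pH 8.2, 0.02% Tween-20 with pin-transferred compounds; 1 mM L-glutamine (stock) plus glutamate oxidase/HRP/Amplex Red coupling added. Fluorescence read initially and after 30 min at RT.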
# RGS4 inhibitor = inhibitors of human regulator of G protein signaling 4 | actives 0.039% (n = 390,000) | P49798 | Potency, µM (doses to about 114 µM), without a hit: at the top dose activity change, negative = inhibition, usual class: inhibitors | Transcreener GDP fluorescence polarization, RGS4-accelerated GTP hydrolysis; further: potency means the concentration at half of the fitted maximal effect; on the % scale 0 is the no-effect control and ±100 the full control effect; nearly all actives have a fitted effect of over 75% in size; some results filed as inactive show a strong effect at the top dose
#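 MLSMR compounds (23 nl, pin-transferred) preincubated 10 min at room temperature with a 500nM (2x) first reagent, then RGS4 at 900nM (2x) plus Transcreener GDP mix added; fluorescence polarization (620/688 nm) read before and after 90 min at 30 °C.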
# PI4K2A block = blocks human PI4K2A kinase activity; purified PI4K2A, ADP-Glo luminescence, 1 h; stronger effect = lower value; Q9BTU6; actives 0.13% (n = 420,000); activity change, negative = inhibition, % at 76.9 µM; in the data active means activity change below about -50%; inconclusive means mostly about -30% to -49%;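 further: -100% = wells without enzyme as full effect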
#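 ADP-Glo luminescence measured ADP generated by PI4K2A enzyme (4 ug/mL before mixing) with 1.2 mM PI substrate (pre-mix) and 300 microM ATP (pre-mix). Tris pH7.5 buffer with MgCl2, Triton X-100; 1 h reaction at ambient temperature.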
# ERG-DNA inh = ERG Ets/DNA interaction inhibition | P11308 | fluorescence polarization, His-ERG Ets domain / labelled DNA | Potency, µM (series often up to 76.9 µM), without a hit: at the highest dose FP activity, negative = inhibition, most hits filed as inhibitors | actives 0.028% (n = 370,000) | AID 624246; active means well fitted inhibition curve with a large enough effect in the polarisation, with a control signal flat; inconclusive means small, poorly fitted or top-dose-only effect, or effect the other way, or a change in a side signal; inactive means no such curve, though single readings can be large or run the other way; the % refers to the polarisation;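 further: polarization taken with two DNA probes labelled with fluorescein and Texas red; potency means the concentration at half of the fitted maximal effect; % of control where 0% means no effect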
#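 His-tagged ERG Ets domain (1 uM in the protein solution; 300mM KCl, 50mM Tris-HCl, 1mM EDTA, 1mM DTT, pH 7.5) received compound, then a probe mix of 5 nM fluorescein-DNA and 100nM Texas-615-DNA. Fluorescence polarization was read for both dyes.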
# HP1b chromo inh = inhibitors of HP1-beta chromodomain binding to methylated histone tails. P83916. AlphaScreen HP1-beta / biotin-H3K9me3 peptide binding. Potency, µM (series often up to 114 µM), inactives show at the highest dose activity change, negative = inhibition, usual class: inhibitors. actives 0.56% (n = 390,000). AID 540317; further: potency means the concentration at half of the fitted maximal effect; nearly all actives have a fitted effect of over 70% in size; inactives centre near 23
#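 AlphaScreen: HP1-beta (50 nM) preformed 30 min with biotin-H3(1-18)K9me3 peptide (50 nM) in PBS pH 7.4, 0.01% Tween-20. Compound added for 30 min at RT, then streptavidin donor/nickel chelate acceptor beads (10 ug/mL) for 30 min.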
# BAZ2B inh = BAZ2B (human) inhibition. AID 504333. Potency, µM (highest dose often 114 µM), for the others: at the top dose activity change, negative = inhibition, usual class: inhibitors. AlphaScreen BAZ2B-H3K14Ac peptide displacement. actives 4.4% (n = 360,000); further: potency means the concentration at half of the fitted maximal effect; on the % scale 0 is the no-effect control and ±100 the full control effect; nearly all actives have a fitted effect of over 60% in size
#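 Complex of BAZ2B and biotin-H3K14Ac (50 nM apiece) forms over 30 min at RT, then faces library compounds up to 110 uM for another 30 min; AlphaScreen beads added, 20 min dark incubation, luminescence read.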
# G9a block = blocks human histone lysine methyltransferase G9a; actives 8.8% (n = 350,000); AID 504332; Potency, µM (highest dose often 102 µM), for the others: at the top dose activity, negative = inhibition, most hits filed as inhibitors; G9a H3K9 monomethylation, AlphaScreen, 2 h; Q96KQ7; further: potency means the concentration at half of the fitted maximal effect; on the % scale 0 is the no-effect control and ±100 the full control effect; nearly all actives have a fitted effect of over 75% in size
# Target sequence (Q96KQ7 913-1193 limits assumed): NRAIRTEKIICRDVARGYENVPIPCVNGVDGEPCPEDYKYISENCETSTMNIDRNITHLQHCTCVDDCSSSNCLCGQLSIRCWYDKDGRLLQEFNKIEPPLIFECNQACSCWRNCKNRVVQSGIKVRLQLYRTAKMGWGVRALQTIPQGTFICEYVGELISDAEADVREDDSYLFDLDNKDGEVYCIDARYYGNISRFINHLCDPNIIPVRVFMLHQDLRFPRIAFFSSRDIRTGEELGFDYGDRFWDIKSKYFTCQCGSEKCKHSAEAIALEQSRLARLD
#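 G9a (20 nM) was preincubated 15 min with compound, then reacted 2 h at room temperature with 500 nM biotin-H3K9 peptide and 20 µM SAM. Monomethyl-H3K9 detected by AlphaScreen using anti-H3K9me1 antibody.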
# JMJD2A Tudor inh = inhibitors of human JMJD2A Tudor domain; AlphaScreen JMJD2A-Tudor / H3K4me3 peptide binding; Potency, µM (highest dose often 114 µM), inactives show at the highest dose activity change, negative = inhibition, actives largely listed as inhibitors; actives 4.4% (n = 390,000); further: potency means the concentration at half of the fitted maximal effect; on the % scale 0 is the no-effect control and ±100 the full control effect; nearly all actives have a fitted effect of over 50% in size
# * marks the source's active call; other numbers are inactive results; ? = inconclusive; / = no result given; [ ] = another dose, or the depositor's remark. Unless noted, the call rests on the fitted dose curve; in most records, active means well fitted curve in the direction sought with a large enough effect; inconclusive means small, poorly fitted or top-dose-only effect, or another doubt; inactive means no such curve, though single readings can be large; an effect the other way counts as inactive or inconclusive.
1) CN(CCO)C(=O)CCC(=O)Nc1ccc(S(N)(=O)=O)cc1
2) CN1CCc2c(sc3c2C(=O)NC(c2ccccc2)N3)C1 (stereo not drawn)
3) O=C(Nc1ccc(N2CCCCCC2)cc1)c1cccc(S(=O)(=O)N2CCOCC2)c1
4) COc1ccc(-c2cn3nc(N4CCCC(C(=O)Nc5ccccc5F)C4)sc3n2)cc1 (stereo not drawn)
5) OCCC1CN(Cc2cccc3c2OCO3)CCN1C1CCCCC1 (stereo not drawn)
6) CCOC(=O)Oc1ccc2c(=O)c(Oc3cc(C)cc(C)c3)coc2c1

assay / entry	1	2	3	4	5	6
ALOX12 inh	8%	73%[activator]	?	0%	-2%	10%
GLS inh	11%	?	7%	-3%	11%	13%
RGS4 inhibitor	7%	?	-28%	-17%	10%	-5%
PI4K2A block	0	-5	5	2	-5	8
ERG-DNA inh	-10%	0%	-3%	-3%	16%	-1%
HP1b chromo inh	17%	0%	-45%	-5%	16%	47%
BAZ2B inh	10%	-1%	32µM*	-18%	-3%	10%
G9a block	-5%	40µM*	1.8µM*	?	1%	0%[59 µM]
JMJD2A Tudor inh	-1%	-22%	25µM*	-14%	-7%	10%

# An excerpt from above in order of molar mass, falling:
3) O=C(Nc1ccc(N2CCCCCC2)cc1)c1cccc(S(=O)(=O)N2CCOCC2)c1
1) CN(CCO)C(=O)CCC(=O)Nc1ccc(S(N)(=O)=O)cc1
2) CN1CCc2c(sc3c2C(=O)NC(c2ccccc2)N3)C1 (stereo not drawn)

assay / entry	3	1	2
ALOX12 inh	?	8%	73%[activator]
GLS inh	7%	11%	?
RGS4 inhibitor	-28%	7%	?
PI4K2A block	5	0	-5
ERG-DNA inh	-3%	-10%	0%
HP1b chromo inh	-45%	17%	0%
BAZ2B inh	32µM*	10%	-1%
G9a block	1.8µM*	-5%	40µM*
JMJD2A Tudor inh	25µM*	-1%	-22%

# Continuation:
7) CCC(=NCCc1ccc(OC)c(OC)c1)c1ccccc1O
8) NC(=O)C1(N2CCCCC2)CCN(C(=O)c2ccc(C#CC3(O)CCCCC3)cc2)CC1
9) CCN(CC)CCCNc1nc2cc(OC)c(OC)cc2c2nc(-c3ccccc3)nn12
10) CC(C)(C)NC(=O)NC(=O)COC(=O)COc1ccc2c(c1)CCC2
11) COc1ccc(COc2ccc(S(=O)(=O)N3CCCC3)cc2C(N)=O)cc1F
12) O=C(CCc1[nH]c2ccccc2c1Sc1ccccc1)NCCO

assay / entry	7	8	9	10	11	12
ALOX12 inh	-1%	0%	/	-19%	-1%	-13%
GLS inh	1%	1%	-3%	1%	-11%	-15%
RGS4 inhibitor	31%	-10%	-29%	-17%[56.9 µM]	1%	-18%
PI4K2A block	0	-3	4	1	3	0
ERG-DNA inh	7%	3%	?	3%	19%	-17%
HP1b chromo inh	9%	22%	21%	54%[activator]	26%	49%[activator]
BAZ2B inh	-19%	7%	-26%	3%	5%	9%
G9a block	-2%	23%[12.7 µM]	-26%[59 µM]	-9%	12%	-25%[59 µM]
JMJD2A Tudor inh	-14%	-13%	-22%	-18%[57.1 µM]	-6%	-25%

13) COc1ccc(-c2csc3ncnc(Nc4cccc(F)c4)c23)cc1
14) COC(=O)c1cnc2c(C(F)(F)F)cccc2c1OC
15) CC1CC(=O)N(CC(=O)Nc2cccc(F)c2)c2ccccc2S1(=O)=O (stereo not drawn)
16) COc1ccc(-c2nnc(SCC(=O)Nc3ccccc3OC)o2)cc1
17) CCCCN(CC)CCCNC(=O)C1CCCN(c2ncnc3c2nc2n3CCCCC2)C1 (stereo not drawn)
18) CCC(Nc1ccc(-c2nc(-c3cccnc3)no2)cc1[N+](=O)[O-])c1ccccc1 (stereo not drawn)

assay / entry	13	14	15	16	17	18
ALOX12 inh	-22%	0%	-1%	6%	-20%	-8%
GLS inh	11%	17%	-4%	8%	-2%	0%
RGS4 inhibitor	1%	-21%	1%	16%	23%	11%
PI4K2A block	-2	-17	-8	0	2	-1
ERG-DNA inh	5%	-4%	-3%	-6%	0%	2%
HP1b chromo inh	48%[activator]	32%	45%[activator]	5%	-2%	36%
BAZ2B inh	-5%	4%	-7%	0%	-1%	0%
G9a block	13%[59 µM]	-24%[12.7 µM]	1%	11%[59 µM]	-2%[59 µM]	-31%[59 µM]
JMJD2A Tudor inh	10%	-5%	-8%	-1%	-17%	-2%

19) O=C(NCc1ccc(F)cc1)C1CCN(S(=O)(=O)c2cccc3nonc23)CC1
20) CN(CC(=O)Nc1ccccc1C(F)(F)F)C(=O)c1cccc(-n2cccc2)c1
21) Cc1ccccc1OCCn1c(=S)[nH]c2c(N)ncnc21
22) CCCOc1ccc(C(=O)Nc2ccc(NC(=O)c3cccs3)cc2)cc1
23) CCc1noc(C)c1C(=O)N1CCN(S(=O)(=O)c2ccc(Cl)s2)CC1
24) Cc1c(-c2nnc(SCC(=O)Nc3ccccc3F)o2)nnn1-c1ccc(F)cc1

assay / entry	19	20	21	22	23	24
ALOX12 inh	14%	0%	?	6%	-17%	-9%
GLS inh	-12%	-11%	-28%	6%	-20%	-7%
RGS4 inhibitor	13%	-12%	-33%	-3%	-14%	-9%
PI4K2A block	-1	-7	-1	-2	-5	-8
ERG-DNA inh	-4%	5%	2%	19%	9%	?
HP1b chromo inh	24%	-9%	?	-16%	32%	8%[57 µM]
BAZ2B inh	-1%	?	-24%	2%	-5%	-19%
G9a block	3%	?	1.8µM*	6%	8%[12.7 µM]	-4%[59 µM]
JMJD2A Tudor inh	-9%	-20%	7.1µM*	-11%	-4%	-20%

# Among those listed so far, 2 contain an NH in an aromatic ring.
12) O=C(CCc1[nH]c2ccccc2c1Sc1ccccc1)NCCO
21) Cc1ccccc1OCCn1c(=S)[nH]c2c(N)ncnc21

assay / entry	12	21
ALOX12 inh	-13%	?
GLS inh	-15%	-28%
RGS4 inhibitor	-18%	-33%
PI4K2A block	0	-1
ERG-DNA inh	-17%	2%
HP1b chromo inh	49%[activator]	?
BAZ2B inh	9%	-24%
G9a block	-25%[59 µM]	1.8µM*
JMJD2A Tudor inh	-25%	7.1µM*

# (next part)
25) O=[N+]([O-])c1cc(S(=O)(=O)N2CCCC2)ccc1O
26) Cn1cc(/C=C(\NC(=O)c2ccccc2)C(=O)N2CCOCC2)c2ccccc21
27) O=C(CN1CCN(S(=O)(=O)c2ccc(F)cc2)CC1)Nc1ccc2c(c1)OCO2
28) CCCCCCCC[n+]1cccc(C(=O)N2c3c(nc(N)[nH]c3=O)NC(C)C2C)c1 (stereo not drawn)
29) COc1ccc(Cl)cc1NC(=O)c1nnn(CC(=O)Nc2ccc(C)c(C)c2)c1N
30) O=C(NNC(=O)C1CCCO1)c1ccc(Cl)cc1 (stereo not drawn)

assay / entry	25	26	27	28	29	30
ALOX12 inh	7%	?	4%	45µM*	-27%	0%
GLS inh	5%	1%	2%	0%	-13%	-2%
RGS4 inhibitor	-14%	-28%	24%	-10%	-9%[56.9 µM]	-15%
PI4K2A block	3	2	8	-3	5	-3
ERG-DNA inh	-4%	7%	9%	0%	3%	-2%
HP1b chromo inh	14%	16%	18%	-9%	55%[activator]	20%
BAZ2B inh	6%	-16%	10%	?	-13%	3%
G9a block	13%[59 µM]	?	15%	?	-6%	2%[59 µM]
JMJD2A Tudor inh	-14%	-24%	-2%	?	-24%	2%

# Values by screen from above:
# Entries 12 to 19 in JMJD2A Tudor inh read -25%, 10%, -5%, -8%, -1%, -17%, -2%, -9%
# Entries 12 to 19 in RGS4 inhibitor read -18%, 1%, -21%, 1%, 16%, 23%, 11%, 13%
# Entries 12 to 19 in PI4K2A block read 0, -2, -17, -8, 0, 2, -1, -1

# (list continues)
31) Cc1nnc2n(c1=O)C(CS(=O)(=O)c1ccc3ccccc3c1)CS2 (stereo not drawn)
32) CSCCC1NC(=O)N(CC(=O)Nc2ccc(Cl)c(S(=O)(=O)N3CCOCC3)c2)C1=O (stereo not drawn)
33) CCOc1ccc(NC(=O)c2cccc(-n3cnnn3)c2)cc1
34) CCN(CC)c1ccc(/C=N/Nc2nn[nH]n2)cc1
35) CCOCCc1nn2c(=O)cc(COC(=O)C3CCCCC3)nc2s1
36) O=C(O)C1=C(C(=O)N2CCN(C(=O)c3ccco3)CC2)CCCC1
37) Cc1cc(O)cc2c1C(c1ccc(F)cc1)CC1(CC(C)(C)NC(=S)N1)O2 (stereo not drawn)
38) COc1ccccc1NC(=O)CSc1nc(-c2ccccc2F)nc2cc(=O)[nH]n12

assay / entry	31	32	33	34	35	36	37	38
ALOX12 inh	55%[activator]	12%	?	7%	4%	-16%	/	-12%
GLS inh	1%	2%	-9%	27%	-1%	6%	-3%	-14%
RGS4 inhibitor	-14%	25%	-2%	-14%	-10%	10%	-39%	4%
PI4K2A block	-2	4	2	-1	0	-1	-1	-1
ERG-DNA inh	0%	2%	-15%	8%	1%	-2%	8%	0%
HP1b chromo inh	32%	21%[57 µM]	28%	28%	9%	26%	33%	-15%
BAZ2B inh	-21%	/	6%	?	0%	-4%	-9%	?
G9a block	?	/	2%[59 µM]	?	0%[59 µM]	?	4%	-16%[59 µM]
JMJD2A Tudor inh	-8%	-12%	1%	-19%	-17%	-17%	1%	-31%

# Bioassay records as filed in PubChem BioAssay.

# The list is partial (hit frequency here may not be typical).
